ANO1 activ: TMEM16A chloride channel activators or potentiators, primary screen, cell-based, HTS; Anoctamin-1 (Mus musculus), Q8BHY3; HEK293 TMEM16A/YFP-H148Q/I152L, iodide quench fluorescence; hits give low values; B-score at 10 µM; actives 0.3% (n = 340,000);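 active = fluorescence-ratio B-score plate-corrected deviation score at least 3 library SD below zero, with starting fluorescence score within 5 deviations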;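 also: channel opened by trigger with iodide after compound preincubation; score built on the fluorescence ratio of max minus min over baseline; more negative score means more quench and so TMEM16A activation or potentiation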
KCNK3 block: human KCNK3 channel inhibitors, primary screen, CHO cells, FluxOR thallium flux, B-score; actives 0.84% (n = 340,000); Potassium channel subfamily K member 3 (Homo sapiens), O14649; FluxOR fluorescence; hits give low values; B-score at 10 µM;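 active = B-score under library mean minus 4 SD, starting fluorescence ratio at most library mean plus 5 SD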;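 also: more negative B-score means stronger inhibition of thallium flux through KCNK3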
Target sequence (O14649 whole entry, looked up): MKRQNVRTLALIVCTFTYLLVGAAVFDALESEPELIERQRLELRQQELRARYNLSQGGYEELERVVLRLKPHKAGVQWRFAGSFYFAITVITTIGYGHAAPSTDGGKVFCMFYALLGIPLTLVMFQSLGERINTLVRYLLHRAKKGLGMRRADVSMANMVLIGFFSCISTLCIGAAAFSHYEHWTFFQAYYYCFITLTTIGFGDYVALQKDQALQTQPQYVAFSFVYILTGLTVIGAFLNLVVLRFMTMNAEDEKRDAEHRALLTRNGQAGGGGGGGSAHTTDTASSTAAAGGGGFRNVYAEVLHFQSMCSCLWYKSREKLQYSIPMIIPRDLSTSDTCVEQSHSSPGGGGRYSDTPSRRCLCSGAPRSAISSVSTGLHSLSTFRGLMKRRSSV
SKKanGAS inh: S. pyogenes SKKanGAS growth inhibitors in kanamycin, primary screen, streptokinase expression inhibitor project, SKKanGAS strain, BacTiter-Glo luminescence. 6 h. inhibition, % at 7.5 µM. actives 1.3% (n = 300,000). AID 1662, 2009;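 active = mean replicate score, as percent of positive control median, at least 50; inconclusive = mean below 50 but one replicate at or above 50; inactive = mean and every replicate below 50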;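 also: strain carries kanamycin resistance gene driven by streptokinase promoter and grows in 40 µg/ml kanamycin; loss of luminescence reflects streptokinase promoter inhibition or plain growth inhibition; 0% = median of DMSO wells and 100% = positive control at its reference dose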
HDAC3 inh: HDAC3 deacetylase inhibitors, primary screen, biochemical, fluorescence, cell-free homogeneous. recombinant HDAC3, fluorogenic peptide/trypsin coupled. inhibition, % at 8.3 µM. actives 0.15% (n = 320,000); in the data active = inhibition above about 26%, passing the limit was not always enough; inconclusive = no clear call, values can overlap the other calls
KCNQ1 inh: inhibitors of human KCNQ1 channel, primary screen, cell-based, thallium flux, high-throughput; Potassium voltage-gated channel subfamily KQT member 1 (Homo sapiens), P51787; CHO-K1 KCNQ1, FluxOR thallium flux fluorescence; hits give high values; B-score at 10 µM; actives 1.3% (n = 310,000);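 active = compounds whose thallium flux B-score, printed positive for inhibition, exceeds three library SD while starting fluorescence stays within three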;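 also: channel opened by potassium depolarization with thallium stimulus after 20 min compound exposure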
Target sequence (P51787 whole entry, looked up): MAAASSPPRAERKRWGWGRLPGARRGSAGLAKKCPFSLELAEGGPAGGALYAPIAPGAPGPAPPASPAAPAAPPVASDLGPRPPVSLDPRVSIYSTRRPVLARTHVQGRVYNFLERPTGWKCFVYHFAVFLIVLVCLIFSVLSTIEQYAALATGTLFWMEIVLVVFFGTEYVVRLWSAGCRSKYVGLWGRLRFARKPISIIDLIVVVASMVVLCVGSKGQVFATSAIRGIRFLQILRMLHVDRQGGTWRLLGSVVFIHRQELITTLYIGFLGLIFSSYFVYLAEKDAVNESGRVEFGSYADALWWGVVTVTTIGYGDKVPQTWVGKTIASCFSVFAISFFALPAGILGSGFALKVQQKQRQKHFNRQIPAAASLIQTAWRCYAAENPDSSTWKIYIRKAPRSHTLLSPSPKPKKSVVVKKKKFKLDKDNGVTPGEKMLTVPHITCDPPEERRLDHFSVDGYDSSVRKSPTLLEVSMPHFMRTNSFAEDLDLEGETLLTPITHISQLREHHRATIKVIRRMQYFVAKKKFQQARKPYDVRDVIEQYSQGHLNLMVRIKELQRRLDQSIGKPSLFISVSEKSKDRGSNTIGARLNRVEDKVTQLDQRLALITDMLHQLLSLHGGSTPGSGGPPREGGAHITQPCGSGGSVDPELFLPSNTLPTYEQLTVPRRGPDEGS
KCNQ1 act: potentiators or activators of KCNQ1 channel, primary screen, cell-based, thallium flux, high-throughput; Potassium voltage-gated channel subfamily KQT member 1 (Homo sapiens), P51787; actives 0.35% (n = 310,000); B-score at 10 µM; CHO-K1 KCNQ1, thallium flux FluxOR fluorescence; hits give high values;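 active = fluorescence ratio B-score, a plate-corrected score, at least three library SD, with initial intensity B-score within 5 SD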
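Assay system: CHO-K1 cells stably expressing KCNQ1. Medium: assay buffer for compound exposure, DMSO matched across wells. Timing: 37 °C overnight plating, 90-min dark dye load, 20-min compound pretreatment. Signal: kinetic FluxOR fluorescence, 10 s baseline plus 110 s post-stimulus.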
TMEM16A inh: TMEM16A chloride channel inhibitors, primary screen, cell-based, HTS. Anoctamin-1 (Mus musculus), Q8BHY3. HEK293 TMEM16A/YFP iodide influx fluorescence, ionomycin. normalized B-score (activity score, 25-100; higher = stronger inhibition) at 10 µM. actives 1.2% (n = 310,000);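 active = ratio plate-corrected score three or more library SD toward inhibition, starting fluorescence score within five deviations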;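 also: score derived from kinetic fluorescence span divided by baseline fluorescence per well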
RGS4 inh: RGS4 inhibitors, primary screen, cell-based, HEK293 M3R inducible RGS4, calcium flux. Regulator of G-protein signaling 4 (Homo sapiens), P49798. actives 0.45% (n = 310,000). Fluo-4 calcium flux; hits give high values; triggered by carbachol at its EC20. AID 463165, 2010. B-score at 10 µM;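 active = B-score, a plate-corrected calcium signal, over three deviations above library mean, with baseline fluorescence within five deviations of library mean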;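 also: RGS4 expression induced by doxycycline in cells with stable M3 receptor; B-score is computed from the integrated fluorescence ratio over baseline after carbachol; higher B-score means a larger calcium signal and so more RGS4 inhibition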
KCNK9 block: KCNK9 potassium channel inhibitors, primary screen, HEK293 cells, thallium flux; actives 1.2% (n = 310,000); AID 488922, 2010; B-score at 10 µM; Potassium channel subfamily K member 9 (Homo sapiens), Q9NPC2; FluxOR thallium flux fluorescence; hits give low values;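 active = ratio B-score over 3 SD below the library mean, with starting fluorescence within 5 SD of its mean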;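 also: negative B-score means less thallium flux so channel inhibition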
RGS4 act: RGS4 potentiators or activators, primary screen, cell-based, HEK293 M3R inducible RGS4, calcium flux | carbachol calcium flux Fluo4; hits give low values | B-score at 10 µM | actives 0.92% (n = 310,000) | AID 463111, 2010;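 active = B-score of the integrated calcium signal more than 4 SD below the library mean, with starting fluorescence not abnormally high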;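 also: negative B-score means reduced calcium response which marks RGS4 activation or potentiation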
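Also added: carbachol at ECmax as muscarinic agonist stimulus; Assay system: HEK293 cells with stable M3R and inducible RGS4; Timing: overnight RGS4 induction, 30 min dye load 37 °C, 20 min compound RT; Measured by: Fluo4-AM (2 µM) calcium-flux fluorescence, kinetic read.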
hERG protect: hERG rescue from dofetilide block, primary screen, cell-based, CHO-hERG, FluxOR thallium flux, dofetilide IC70; dofetilide IC70 present; actives 0.51% (n = 310,000); Voltage-gated inwardly rectifying potassium channel KCNH2 (Homo sapiens), Q12809; activation (rescue from dofetilide block), less the hit threshold, % at 10 µM;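 active = activation above the mean of controls blocked by dofetilide plus 5 SD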;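 also: thallium influx through hERG after potassium depolarization seen as dye fluorescence rise; in these data hits start at about 4.7%; inactives centre near -7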
* hit, by the source's call; i = inactive; ? = inconclusive; . = no result given.

compound | ANO1 activ | KCNK3 block | SKKanGAS inh | HDAC3 inh | KCNQ1 inh | KCNQ1 act | TMEM16A inh | RGS4 inh | KCNK9 block | RGS4 act | hERG protect
COc1cc2c(cc1OC)C(C)N(C(=O)Nc1ccccc1)CC2 (configuration not stated) | . | i | -2 | -4 | i | i | i | i | i | i | -3
CCOC(=O)c1c(NC(=O)CN2CCCCC2)sc2c1CCCC2O (configuration not stated) | i | i | 5 | 15 | i | i | i | i | i | i | -18
CC1(c2nnc(-c3ccncc3)o2)CC(c2ccc(Cl)cc2)=NO1 (configuration not stated) | i | i | -1 | 1 | i | i | i | i | i | i | -6
CSc1nc2c(c(C(F)(F)F)n1)CC(C)CC2 (configuration not stated) | i | i | 23 | 2 | i | i | i | i | i | i | -4
COc1ccc(C(CNC(=O)c2cc3c(s2)CCCC3)N2CCOCC2)cc1 (configuration not stated) | i | i | -4 | 0 | i | i | i | i | i | i | -4
Cc1ccc(OCC(=O)c2ccc3c(c2)CCCC3)cc1C | i | i | . | -1 | i | i | i | i | i | i | -3
Cc1cc(C)cc(N(C(=O)Cn2nnc(-c3ccccc3)n2)C(C(=O)NC2CCCCC2)c2ccccn2)c1 (configuration not stated) | i | i | 6 | -3 | i | i | i | i | i | i | -6
CCOc1ccccc1C1CC(=O)Nc2cc(C)c(C)cc21 (configuration not stated) | i | i | -3 | 1 | i | i | i | i | i | i | -3
CCc1c(C)c(C#N)c2nc3ccccc3n2c1Cl | . | . | -3 | . | i | i | . | i | i | i | -4
CCOC(=O)C(Sc1ncc(C#N)c(N)n1)C(C)C (configuration not stated) | i | i | 10 | 0 | i | i | 100* | i | i | i | -6
Cc1ccc(C(C)C)c(OCCCN2CC(C)OC(C)C2)c1 (configuration not stated) | i | i | -3 | 6 | i | i | i | i | i | i | -2
CCC(=O)Oc1ccc(NC(=O)c2ccco2)cc1 | i | i | -3 | -2 | i | i | i | i | i | i | -11
CC(C)c1nc(Cl)c(C#N)c2c1CCC2 | i | i | 5 | 4 | i | i | i | i | i | i | -7
CCOC(=O)c1ccc(NC(=O)C(=O)NCCc2ccc(OC)cc2)cc1 | i | i | 2 | 3 | i | i | i | i | i | i | -5
CCCCc1cc(=O)oc2c(C)c(OCc3nn[nH]n3)ccc12 | i | i | 8 | -8 | i | i | i | i | i | i | -5
O=C(N/N=C1\CCS(=O)(=O)c2ccc(F)cc21)c1ccc([N+](=O)[O-])cc1 | i | i | -11 | 2 | i | i | i | i | i | i | -11
CCOc1ccccc1NC(=O)NCc1ccco1 | i | i | -2 | 0 | i | i | i | i | i | i | -13
COc1ccc(CCC(=O)Nc2nc(C)c(C(=O)N(C)C)s2)cc1 | i | i | -8 | 3 | i | i | i | i | i | i | -9
C/C(CC(=O)Nc1ccc(N(C)C)cc1)=N\NC(=O)c1cnccn1 | i | i | 0 | 5 | i | i | i | i | i | i | -8
CCOc1ccc(C2=NNC(c3cccs3)=Nc3ccc(OCC)cc32)cc1 | . | . | 10 | 4 | i | i | i | i | i | i | -8
CC(C)C(C)NC(=O)COc1ccc(S(=O)(=O)N2CCOCC2)cc1Cl (configuration not stated) | i | i | -7 | -6 | i | i | i | i | i | i | -5
CCCCn1c(SCC(=O)NCc2ccco2)nc2cc(S(N)(=O)=O)ccc21 | i | i | -6 | 4 | i | i | i | i | i | i | -5
COc1ccc(NCc2nnc(SCC(=O)NCc3ccco3)n2-c2ccccc2OC)cc1 | i | i | 0 | 0 | i | i | i | i | i | i | -3
Cc1cc(NC(=O)CSc2nccn2-c2ccc([N+](=O)[O-])cc2)no1 | i | i | -2 | 7 | i | i | i | i | i | i | -12
O=C(O)c1ccccc1CSc1nnnn1-c1ccccc1 | i | i | -2 | 3 | i | i | i | i | i | i | 0
O=C(CN1C(=O)NC2(CCCC2)C1=O)Nc1ccc(Cl)cc1C(F)(F)F | i | i | -4 | 2 | i | i | i | i | i | i | -5
CC(=O)Nc1ccc2nsnc2c1 | i | i | -5 | -3 | i | i | i | i | i | i | -10
CC1Cc2ccccc2N1C(=O)COC(=O)CNC(=O)c1ccc(Br)o1 (configuration not stated) | i | i | -2 | -1 | i | i | i | i | i | i | -8
C#CCCCCCCC#CCN(C)C | i | i | 1 | 4 | i | i | i | i | i | i | -5
COC(=O)c1cn(Cc2ccc(C(F)(F)F)cc2)cc(F)c1=O | i | i | 0 | -3 | i | i | i | i | i | i | -4
O=C(Nc1ccc(N2CCCCC2)cc1)C(Cl)c1ccccc1 (configuration not stated) | i | i | -9 | 6 | i | i | i | i | i | i | -6
O=C(NNc1cccc(Cl)n1)Nc1ccccc1F | i | i | 9 | -1 | i | i | i | i | i | i | -16
Cc1ccc(CNC(C)c2ccccc2)cc1 (configuration not stated) | i | i | -7 | 4 | i | i | i | i | i | i | -10
COc1cccc(C(=O)NNC(=O)CCc2ccccc2)c1 | i | i | -7 | ? | i | i | i | i | i | i | -3
Cc1nnc(NC(=O)CSc2ncnc3scc(-c4ccccc4)c23)s1 | i | i | 0 | -3 | i | i | i | i | i | i | -10
CC(C)CN(C(=O)CSc1nc(-c2ccccc2)cn1N)c1c(N)n(Cc2ccccc2)c(=O)[nH]c1=O | i | i | -4 | -10 | i | i | i | i | i | i | -16
O=S(=O)(NCCc1csc(-c2cccnc2)n1)c1cccs1 | i | i | -3 | . | i | i | i | i | i | i | -11
CC(NC(=O)COC(=O)CC(c1ccccc1)c1ccccc1)c1ccccc1 (configuration not stated) | i | i | -17 | -2 | i | i | i | i | i | i | -13
Cc1ccc2c(-c3ccc([N+](=O)[O-])cc3)cc(=O)[nH]c2c1 | i | i | -15 | -2 | i | i | i | i | i | i | -14
COc1cccc(/C=C2\SC(=O)N(CCC(=O)N3CCCCC3CCO)C2=O)c1 (configuration not stated) | i | -11* | -8 | 5 | i | i | i | i | i | i | -12

Part of the list above, with each value named.
Cc1nnc(NC(=O)CSc2ncnc3scc(-c4ccccc4)c23)s1
  ANO1 activ: i	KCNK3 block: i	SKKanGAS inh: 0	HDAC3 inh: -3	KCNQ1 inh: i	KCNQ1 act: i	TMEM16A inh: i	RGS4 inh: i	KCNK9 block: i	RGS4 act: i	hERG protect: -10
CC(C)CN(C(=O)CSc1nc(-c2ccccc2)cn1N)c1c(N)n(Cc2ccccc2)c(=O)[nH]c1=O
  ANO1 activ: i	KCNK3 block: i	SKKanGAS inh: -4	HDAC3 inh: -10	KCNQ1 inh: i	KCNQ1 act: i	TMEM16A inh: i	RGS4 inh: i	KCNK9 block: i	RGS4 act: i	hERG protect: -16
O=S(=O)(NCCc1csc(-c2cccnc2)n1)c1cccs1
  ANO1 activ: i	KCNK3 block: i	SKKanGAS inh: -3	HDAC3 inh: .	KCNQ1 inh: i	KCNQ1 act: i	TMEM16A inh: i	RGS4 inh: i	KCNK9 block: i	RGS4 act: i	hERG protect: -11

The listing continues:
compound | ANO1 activ | KCNK3 block | SKKanGAS inh | HDAC3 inh | KCNQ1 inh | KCNQ1 act | TMEM16A inh | RGS4 inh | KCNK9 block | RGS4 act | hERG protect
Cc1cc2nc3c(nc2cc1C)C1(C(=O)N(C)C)CCC3(C)C1(C)C (configuration not stated) | i | i | -2 | -3 | i | i | i | i | i | i | -11
CC1(C)CC(=O)C=C(Nc2ccc3c(c2)OCCO3)C1 | i | i | 3 | -1 | i | i | i | i | i | i | -8
Cc1ncc([N+](=O)[O-])n1CC(=O)Nc1ccc(Br)cc1 | i | i | -13 | 7 | i | i | i | i | i | i | -6
CC(=O)c1ccc(NC(=O)NC2CCCc3ccccc32)cc1 (configuration not stated) | i | i | ? | 9 | i | i | i | i | i | i | -6
Cc1onc(-c2ccccc2)c1C(=O)N/N=C/c1cc2c(cc1Br)OCO2 | i | i | -9 | -1 | i | i | i | i | i | i | -5
CC(C)(C)c1ccc(OCCOCCn2cnc3ccccc3c2=O)cc1 | i | i | -5 | ? | i | i | 25* | i | i | i | -28
CCNc1nc(NCC)n2c(SCC(=O)N3CC4(C)CC3CC(C)(C)C4)nnc2n1 (configuration not stated) | i | i | -5 | 2 | i | i | i | i | i | i | -14
Cc1cccc(Nc2nnc(SCC(=O)NCc3cccs3)s2)c1 | i | i | -11 | -4 | i | i | i | i | i | i | -3
CC(C(=O)O)c1ccc(-c2ccccc2)c(F)c1 (configuration not stated) | i | i | 4 | 6 | i | i | i | i | i | i | -6
Cc1cccc(N=C2NN=C(c3ccc4c(c3)OCCO4)CS2)c1 | i | i | 12 | 0 | i | i | i | i | i | i | -9
O=C(NCC1CCCO1)C1CCN(C2CCN(CCCC3CCCC3)CC2)CC1 (configuration not stated) | i | i | -2 | -6 | i | i | i | i | i | i | -5
COc1ccc(CC(=O)NCC2(N3CCCCC3)CCCCC2)cc1 | i | i | 5 | 0 | i | i | i | i | i | i | -13
O=Cc1ccc(OCCN2CCCC2=O)cc1 | i | i | -5 | 3 | i | i | i | i | i | i | -4
Cc1cc(OCC(=O)Nc2ccc(N3CCCC3)cc2)cc(C)c1Cl | i | i | 6 | 8 | i | i | i | i | i | i | -13
Cc1nc(NC(=O)/C=C/c2ccccc2)sc1C(=O)Nc1cccc(Cl)c1 | i | i | 7 | 1 | i | i | i | i | i | i | -4
O=C(COc1ccc(Cl)cc1)NCCSCc1cccc(Cl)c1 | i | i | -6 | 1 | 6* | i | i | i | i | i | -1
C/C(CC(=O)Nc1ccc(N(C)C)cc1)=N\NC(=O)C(=O)NCc1ccccc1 | i | i | 1 | -4 | i | i | i | i | i | i | -10
COc1ccccc1-c1nc(C#N)c(N2CC(C)CC(C)C2)o1 (configuration not stated) | i | i | -9 | -2 | i | i | i | i | i | i | -3
COc1ccc(Cl)cc1N1Cc2ccccc2C1 | . | i | -4 | -5 | i | i | i | i | -7.2* | i | 0

Assay outcomes from PubChem BioAssay.

Rows are unselected (roughly 6.3% active in at least one column).
